High-throughput results: PubChem, National Center for Advancing Translational Sciences (NCATS)
D2 PAM: HTS Assay for Positive Allosteric Modulators of the Human D2 Dopamine Receptor: Primary Screen for Potentiators. D(2) dopamine receptor (Homo sapiens), P14416. HEK293 T-REx D2, calcium flux, EC20 dopamine potentiation. potentiation, % at 10 µM. actives 0.34% (n = 340,000);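 active means potentiation over 3 SD above the plate norm, cut at about 30% in these data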; further: 0% is about no effect
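Calcium flux readout, no-wash dye, 1 read/s. Inducible HEK293 Trex D2 line, overnight 30 C. Compound alone 180 s (agonist flags), then EC20 dopamine, another 180 s to score potentiation.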
D1 PAM: Potentiators of Human D1 Dopamine Receptor: qHTS | D(1A) dopamine receptor (Homo sapiens), P21728 | HEK293 TREx D1 cells, calcium flux, dopamine EC20 potentiation | potentiation, % at 10 µM | actives 0.036% (n = 360,000) | AID 504651, 2011; in the data active means potentiation above about 30%; further: 0% is about no effect
Target sequence (P21728 whole entry, looked up): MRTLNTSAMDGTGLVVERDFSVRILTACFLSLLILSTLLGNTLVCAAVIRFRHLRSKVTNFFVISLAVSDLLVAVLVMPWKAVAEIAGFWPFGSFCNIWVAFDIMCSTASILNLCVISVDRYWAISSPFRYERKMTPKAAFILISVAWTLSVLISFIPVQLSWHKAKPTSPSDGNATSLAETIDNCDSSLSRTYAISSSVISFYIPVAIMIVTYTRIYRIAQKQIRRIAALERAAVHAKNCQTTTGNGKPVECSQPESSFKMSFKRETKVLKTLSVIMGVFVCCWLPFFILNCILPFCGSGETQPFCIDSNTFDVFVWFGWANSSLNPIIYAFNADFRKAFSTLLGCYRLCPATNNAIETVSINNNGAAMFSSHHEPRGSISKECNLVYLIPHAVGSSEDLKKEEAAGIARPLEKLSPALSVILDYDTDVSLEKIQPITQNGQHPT
TRHR agonist: qHTS for Small Molecule Agonists and Allosteric Enhancers of Human TRH Receptor: Primary Screen for Agonists; Thyrotropin-releasing hormone receptor (Homo sapiens), P34981; TRHR cells, calcium flux fluo-8, FDSS agonist mode; activation, % at 2 µM; actives 0.18% (n = 360,000); AID 493084, 2011; in the data active means activation above about 30%; further: 0% is about no effect
Target sequence (P34981 whole entry, looked up): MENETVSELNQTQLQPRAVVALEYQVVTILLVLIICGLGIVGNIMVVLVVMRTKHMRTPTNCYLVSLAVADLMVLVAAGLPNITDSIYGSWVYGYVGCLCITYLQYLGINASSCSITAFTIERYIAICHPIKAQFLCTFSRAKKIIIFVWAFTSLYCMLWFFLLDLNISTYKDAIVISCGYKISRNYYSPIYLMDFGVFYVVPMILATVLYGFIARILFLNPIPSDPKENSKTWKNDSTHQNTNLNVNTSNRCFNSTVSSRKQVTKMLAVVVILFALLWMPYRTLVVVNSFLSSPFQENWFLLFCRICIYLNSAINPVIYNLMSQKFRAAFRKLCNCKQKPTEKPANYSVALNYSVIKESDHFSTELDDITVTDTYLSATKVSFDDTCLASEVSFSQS
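Read-out: compound-evoked intracellular calcium rise in TRHR cells, fluo-8 dye, kinetic FDSS fluorescence at 1 s/cycle following a 10-cycle baseline. Cells cultured overnight before dye loading (30 min–1.5 h, RT).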
RXFP1 antag: qHTS Assay for Antagonists of the Relaxin Receptor RXFP1 | Relaxin receptor 1 (Homo sapiens), Q9HBX9 | activity change, negative = inhibition, % at 57.5 µM | actives 0.59% (n = 350,000) | HEK293-RXFP1, relaxin-stimulated cAMP HTRF, 30 min; hits give low values;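 active means activity change of -60% or lower, but not beyond a set lower limit; inconclusive means change between -60% and -40%, or beyond the set limit; inactive means change above -40%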; further: on the % scale 0 is the no-effect control and ±100 the full control effect
Apoferritin bind: qHTS Assay for Identification of Novel General Anesthetics; AID 485281, 2010; actives 0.074% (n = 350,000); Ferritin light chain (Equus caballus), P02791; Potency, µM (series often up to 77.5 µM), for the others: at the top dose activity change, negative = displacement, usual class: inhibitors; apoferritin/1-aminoanthracene competitive binding, fluorescence; further: potency means the concentration at half of the fitted maximal effect; on the % scale 0 is the no-effect control and ±100 the full control effect; nearly all actives have a fitted effect of over 20% in size
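Concentration-response curves derived by four-parameter Hill fitting of normalized fluorescence, where compounds displaced 1-AMA from 10 uM horse apoferritin following a brief 10 min room-temperature incubation; propofol titration acted as positive control.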
D1 ag: Allosteric Agonists of the Human D1 Dopamine Receptor: qHTS; AID 504660, 2011; activation, % at 2 µM; actives 1% (n = 360,000); HEK293 T-REx D1 cells, calcium flux, agonist mode; in the data active means activation above about 30%; further: 0% is about no effect
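Inducible HEK293 T-REx D1 cells, force-coupled to calcium signalling, were plated at 4000 cells/well with tetracycline and held overnight at 30 C. After no-wash calcium dye loading, compound-evoked calcium rise over 180 s flagged agonists.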
RXFP1 ag: qHTS Assay for Agonists of the Relaxin Receptor RXFP1. Relaxin receptor 1 (Homo sapiens), Q9HBX9. HEK293T-RXFP1 cAMP TR-FRET, 30 min; response scale: percent of porcine relaxin response, buffer zero. Potency, µM (doses to about 57.5 µM), for the others: at the highest dose activation, usual class: activators. actives 0.3% (n = 370,000); further: potency means the concentration at half of the fitted maximal effect; on the % scale 0 is the no-effect control and ±100 the full control effect; nearly all actives have a fitted effect of over 60% in size; many of its hits are not listed in these tables
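Agonist response is measured as cAMP accumulation in an RXFP1-transfected HEK293T line under PDE4 inhibition. Values are scaled between buffer-only and 29 nM porcine relaxin, and EC50s come from standard Hill equation fits.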
TRHR enhancer: qHTS for Small Molecule Agonists and Allosteric Enhancers of Human TRH Receptor: Primary Screen for Enhancers | TRHR cells, fluo-8 calcium fluorescence, EC20 TRH enhancement | enhancement, % at 2 µM | actives 0.66% (n = 360,000); in the data active means enhancement above about 30%; further: 0% is about no effect
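TRHR-expressing cells loaded with fluo-8 calcium dye were read kinetically (ex 480/em 530) during compound addition, then stimulated with an EC20 of TRH (10 nM final). Enhancement of the Gq-mediated intracellular calcium response was scored.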
D1 antagonist: Antagonist of Human D 1 Dopamine Receptor: qHTS | D(1A) dopamine receptor (Homo sapiens), P21728 | HEK293 TREx D1 cells, calcium flux, dopamine EC80; hits give low values | activity change, negative = inhibition, % at 10 µM | actives 3.2% (n = 360,000) | AID 504652, 2011; in the data active means activity change below about -30%; further: on the % scale 0 is the no-effect control and ±100 the full control effect
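Calcium flux readout: force-coupled, inducible Hek293 Trex D1 line, cells induced overnight at 30 C with tetracycline, dye-loaded 30–90 min at RT. Antagonism scored against EC80 dopamine challenge given 180 s after compound.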
* marks the source's active call; other numbers are inactive results; ? = inconclusive; nt = no result given; & = joins results of further samples; [ ] = another dose, or the depositor's remark. Unless noted, the call rests on the fitted dose curve; in most records, active means well fitted curve in the direction sought with a large enough effect; inconclusive means small, poorly fitted or top-dose-only effect, or another doubt; inactive means no such curve, though single readings can be large; an effect the other way counts as inactive or inconclusive. This is a subset, so the mix of outcomes need not match the whole.

canonical_smiles | D2 PAM | D1 PAM | TRHR agonist | RXFP1 antag | Apoferritin bind | D1 ag | RXFP1 ag | TRHR enhancer | D1 antagonist
COc1ccc(CONc2ncnc3nonc23)cc1[N+](=O)[O-] | nt | -1 | 0.1 | 6 | -11% | 3 | 2.0% | 27 | -5
CC(C)NC(=O)COc1ccc(S(=O)(=O)N2CCCC2)cc1 | -4 | -1 | 1.6 | -2 | -3% | 2 | -0.8% | 2 | -15
Cc1nc2nc[nH]n2c(=O)c1CC(=O)O | 5 | -3 | 1.8 | -17 | -2% | 2 | 1.5% | 2 | 3
O=C(CSc1ccc(-c2ccccn2)nn1)Nc1nccs1 | 9 | -2 | 0.3 | -18 | 2% | 1 | -1.1% | -6 | 14
CCCCCCCn1c2c(c(=N)c3c1CCC3)CCCC2 | 2 | -3 | 0.7 | -15 | -8% | 3 | 7.5% | 4 | -6
CC(C)N(Cc1ccccc1)C(=O)CN1C(=O)COc2ccc(S(=O)(=O)N3CCCCCC3)cc21 | -10&-5 | 3&1 | 5.1&4.0 | 25&3 | -1%&2% | 3&2 | 0.9%&1.0% | -8&-10 | 19&-13
CCOc1ccc(C(=O)NNC2CC(=O)N(Cc3ccc(Cl)cc3)C2=O)cc1OC (centres undefined) | 1 | 2 | -0.9 | -29 | -2% | 2 | 0.4% | 3 | -12
CCCCCCc1cc2cc(-c3nnc(-c4cc(OC)c(OC)c(OC)c4)o3)c(=O)oc2cc1O | 7 | 6 | -0.6 | 12 | 34%[activator] | 0 | -0.6% | -3 | 4
COC(=O)/C(=C/c1cccnc1)NC(=O)c1ccccc1 | -8 | -8 | -0.5 | -7 | 5% | 0 | 1.5% | -4 | 8
CCOC(=O)c1[nH]c2c(c1C)C(=O)CC(c1ccc(OC)c(OC)c1)C2 (centres undefined) | 12 | -1 | -0.5 | -15 | -5% | 7 | 10% | -6 | -12
Cc1cc(-n2c(SCC(=O)NCc3ccccc3)nc3ccsc3c2=O)ccc1Cl | 3 | -1 | 0.2 | -14 | -4% | 3 | -0.8% | -1 | -29
CCOc1ccc(NC(=O)Nc2cccs2)cc1 | -4 | -4 | 0.1 | -8 | -13% | 3 | -1.3% | -14 | 3
CCC(C)N(C(=O)COc1ccc(NC(C)=O)cc1)C1CCS(=O)(=O)C1 (centres undefined) | -8 | -1 | 1.2 | 5 | -3% | 3 | 2.5% | -10 | -12
COc1ccc(OCCCC(=O)Oc2ccc(OC)cc2)cc1 | -2 | 2 | -2.3 | -1 | -19% | 5 | 0.1% | -5 | -4
Cc1cccc(-n2ccnc2SCC(=O)Nc2nccs2)c1 | 1 | 0 | -0.8 | -7 | -8% | 1 | -0.3% | -2 | 8
O=C(O)CCCN=Cc1c(O)c2ccccc2oc1=O | 6 | -1 | 4.6 | -2 | -6% | 4 | 1.2% | 2 | 9
O=C(O)c1ccc(Nc2cc(Cl)c3nonc3c2[N+](=O)[O-])cc1 | 15 | -3 | 0.4 | -11 | 4% | 2 | 5.3% | 21 | 3
COc1c(C)cc(C(=O)C2CCCN(Cc3cccc4nccnc34)C2)cc1C (centres undefined) | -23 | -5 | -1.2 | -5 | -20% | 3 | 1.7% | 3 | -16
Cc1ccc(S(=O)(=O)NCc2c(-c3ccccc3)c3cc(Cl)ccc3[nH]c2=O)cc1 | -2 | -4 | -0.5 | -6 | -1% | 5 | 5.9% | 5 | 10
O=C(NC1CCCCCCC1)c1ccc2c(c1)OCO2 | -5 | -10 | -1.5 | -10 | -8% | 1 | 1.5% | -13 | -12
CCN(CC)S(=O)(=O)c1ccc(-c2nnc(SCC(=O)Nc3nc(C)cs3)o2)cc1 | 0 | -7 | -0.7 | -1 | -19% | 5 | 5.9% | -2 | -18
Cn1c(SCC(=O)N/N=C/c2ccc([N+](=O)[O-])s2)nnc1-c1ccc(Cl)cc1 | -6 | 2 | 0.7 | -11 | -20% | -1 | 2.6% | 5 | -1
Cc1ccc(NC(=O)C2CCN(C(=O)c3ccc(Cl)cc3)CC2)nc1 | 4 | -11 | -0.2 | -5 | nt | 8 | -0.3% | 13 | -10
Cn1cc(/C=N/n2cnc3sc4c(c3c2=O)CCCC4)c2ccccc21 | 10 | 2 | 0.8 | 15 | ? | 2 | 2.4% | 9 | -9

Sorted by value in D1 ag (rising): some entries from above.
structure,D2 PAM,D1 PAM,TRHR agonist,RXFP1 antag,D1 ag,RXFP1 ag,TRHR enhancer,D1 antagonist
Cn1c(SCC(=O)N/N=C/c2ccc([N+](=O)[O-])s2)nnc1-c1ccc(Cl)cc1,-6,2,0.7,-11,-1,2.6%,5,-1
Cn1cc(/C=N/n2cnc3sc4c(c3c2=O)CCCC4)c2ccccc21,10,2,0.8,15,2,2.4%,9,-9
CCN(CC)S(=O)(=O)c1ccc(-c2nnc(SCC(=O)Nc3nc(C)cs3)o2)cc1,0,-7,-0.7,-1,5,5.9%,-2,-18

9 entries already listed, sorted by number of heavy atoms, highest first.
canonical_smiles | D2 PAM | D1 PAM | TRHR agonist | RXFP1 antag | Apoferritin bind | D1 ag | RXFP1 ag | TRHR enhancer | D1 antagonist
Cc1cc(-n2c(SCC(=O)NCc3ccccc3)nc3ccsc3c2=O)ccc1Cl | 3 | -1 | 0.2 | -14 | -4% | 3 | -0.8% | -1 | -29
COc1c(C)cc(C(=O)C2CCCN(Cc3cccc4nccnc34)C2)cc1C (centres undefined) | -23 | -5 | -1.2 | -5 | -20% | 3 | 1.7% | 3 | -16
Cn1c(SCC(=O)N/N=C/c2ccc([N+](=O)[O-])s2)nnc1-c1ccc(Cl)cc1 | -6 | 2 | 0.7 | -11 | -20% | -1 | 2.6% | 5 | -1
Cn1cc(/C=N/n2cnc3sc4c(c3c2=O)CCCC4)c2ccccc21 | 10 | 2 | 0.8 | 15 | ? | 2 | 2.4% | 9 | -9
Cc1ccc(NC(=O)C2CCN(C(=O)c3ccc(Cl)cc3)CC2)nc1 | 4 | -11 | -0.2 | -5 | nt | 8 | -0.3% | 13 | -10
O=C(O)c1ccc(Nc2cc(Cl)c3nonc3c2[N+](=O)[O-])cc1 | 15 | -3 | 0.4 | -11 | 4% | 2 | 5.3% | 21 | 3
Cc1cccc(-n2ccnc2SCC(=O)Nc2nccs2)c1 | 1 | 0 | -0.8 | -7 | -8% | 1 | -0.3% | -2 | 8
O=C(O)CCCN=Cc1c(O)c2ccccc2oc1=O | 6 | -1 | 4.6 | -2 | -6% | 4 | 1.2% | 2 | 9
CCOc1ccc(NC(=O)Nc2cccs2)cc1 | -4 | -4 | 0.1 | -8 | -13% | 3 | -1.3% | -14 | 3
